OX1R antag-1 = antagonists of human orexin 1 receptor (OX1R); O43613; OX1R-expressing cells, FRET antagonist read-out; inhibition, % at 6.6 µM; hit rate 1.8% among 330,000; AID 485270; in the data active = inhibition mostly above about 38%, no sharp cut-off; inactive = mostly below about 40%;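 also: 0% = agonist challenge alone and 100% = reference antagonist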
Target sequence (O43613 whole entry, looked up): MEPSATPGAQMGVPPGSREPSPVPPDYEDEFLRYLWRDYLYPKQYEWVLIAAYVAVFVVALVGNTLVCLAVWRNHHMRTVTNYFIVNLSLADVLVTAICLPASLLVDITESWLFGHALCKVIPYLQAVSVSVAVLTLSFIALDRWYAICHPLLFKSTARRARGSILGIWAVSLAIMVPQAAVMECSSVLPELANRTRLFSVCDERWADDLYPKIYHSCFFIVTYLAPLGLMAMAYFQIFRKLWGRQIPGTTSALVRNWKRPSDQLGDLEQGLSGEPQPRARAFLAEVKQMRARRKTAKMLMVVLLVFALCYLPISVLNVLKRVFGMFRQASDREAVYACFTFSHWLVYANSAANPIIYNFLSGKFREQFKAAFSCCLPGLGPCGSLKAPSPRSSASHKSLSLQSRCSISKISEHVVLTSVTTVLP
CHT allo act = allosteric activators of human choline transporter CHT; hit rate 0.49% among 310,000; B-score at 10 µM; Q9GZV3; CHT-expressing cells, membrane potential dye, choline EC20; stronger effect = higher value; LV-AA mutant CHT in HEK293 cells;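 active = initial fluorescence not abnormally high and integrated response B-score, plate-corrected, over 3 SD above library mean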
Target sequence (Q9GZV3 whole entry, looked up): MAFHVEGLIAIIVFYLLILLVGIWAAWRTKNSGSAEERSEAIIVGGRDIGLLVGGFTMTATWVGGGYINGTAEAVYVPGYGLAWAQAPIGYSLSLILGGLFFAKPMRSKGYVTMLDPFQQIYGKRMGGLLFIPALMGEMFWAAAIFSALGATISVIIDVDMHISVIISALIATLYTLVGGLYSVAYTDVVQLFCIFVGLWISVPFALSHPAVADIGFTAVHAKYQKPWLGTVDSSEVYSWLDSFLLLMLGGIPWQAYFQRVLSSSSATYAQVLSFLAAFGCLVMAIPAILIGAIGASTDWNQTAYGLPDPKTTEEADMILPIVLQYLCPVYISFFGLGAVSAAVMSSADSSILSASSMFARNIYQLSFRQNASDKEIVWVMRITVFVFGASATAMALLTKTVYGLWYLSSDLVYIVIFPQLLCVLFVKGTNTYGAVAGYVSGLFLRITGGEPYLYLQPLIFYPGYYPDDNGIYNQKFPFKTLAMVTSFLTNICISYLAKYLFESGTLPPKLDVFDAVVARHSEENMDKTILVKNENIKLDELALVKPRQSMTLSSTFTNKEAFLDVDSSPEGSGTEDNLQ
OX1R antag-2 = human HCRTR1 antagonism; AID 434989; CHO/OX1R cells, Fluo-8 calcium fluorescence, orexin A; hit rate 0.43% among 330,000; inhibition, % at 5 µM; O43613;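 active = inhibition above its plate's threshold, mean inhibition of all tested compounds on the plate plus 3 SD, cut at about 37% in these data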;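 also: 0% = orexin A challenge wells and 100% = SB-334867-A antagonist wells; not every result past the cut was called active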
* hit, by the source's call; i = inactive; x = no result given.

SMILES	OX1R antag-1	CHT allo act	OX1R antag-2
CCOC(=O)C1=C(C)N(C)C(=O)NC1c1c(C)nn(-c2ccccc2)c1C (centres undefined)	16	i	-24
CN1CCC/C1=C/C=C1\SC(=S)NC1=O	80*	i	47
CC(C)Oc1ccc2c(c1)OC(c1ccccc1)(C(F)(F)F)NC2=O (centres undefined)	14	i	-35
COc1ccc(S(=O)(=O)n2nc(OC(=O)c3ccccc3)cc2N)cc1	13	i	-1
O=C(NCc1cc(C(F)(F)F)ccc1Cl)c1cccc2c1C(=O)c1ccc(N3CCCCC3)cc1S2(=O)=O	8	x	-16
COc1cc(C(=O)NC(=S)N2CCN(C)CC2)cc(OC)c1OC	2	x	-20
CN(CC(=O)Nc1cccc(S(=O)(=O)NC2=NCCCCC2)c1)Cc1ccc(C(C)(C)C)cc1	5	i	-11
CCC(C)NC(=O)CN(c1ccc(Cl)c(Cl)c1)S(C)(=O)=O (centres undefined)	10	i	0
O=C(Nc1nc(-c2ccccc2)cs1)c1cccs1	38	i	-15
Cc1ccc(CNC(=O)C2CCN(S(=O)(=O)N3CCCC3)CC2)cc1	7	i	-8
Cc1ccccc1S(=O)(=O)Cc1ccc(C(=O)NCCN(C)Cc2ccccc2)o1	10	i	-38
N/C(=N\c1nc2ccccc2o1)NC(=O)/C=C/c1ccccc1	40*	i	-16
O=C(COC(=O)c1ccccc1O)Nc1cccnc1Cl	10	i	-4
CCC(C)(C)n1nnnc1C(c1ccncc1)N1CCC(C)CC1 (centres undefined)	6	i	-18
COc1cc(OC)cc(C(=O)N2CCN=C2SCc2cccnc2)c1	9	i	-20
C/C(=C\C(=O)c1ccccc1)NNC(=O)c1ccc(Cl)cc1	8	i	-36
CCCCC1CCC(C(=O)N(CC(C)C)c2c(N)n(CCCC)c(=O)[nH]c2=O)CC1 (centres undefined)	15	i	-6
CCN(CC)CC(C)OC(=O)c1cc(OC)c(OC)c(OC)c1 (centres undefined)	-1	i	-11
CCCCNC(=O)N(O)C1N(/N=C/c2ccccc2F)C(=S)SC1(C)C (centres undefined)	0	i	5
O=C(CSc1nnnn1-c1ccccc1)NC(=O)NCc1ccco1	7	i	-22

Whole records, looked up by structure:
Record of COc1ccc(S(=O)(=O)n2nc(OC(=O)c3ccccc3)cc2N)cc1 → OX1R antag-1: 13; CHT allo act: i; OX1R antag-2: -1
Record of CN1CCC/C1=C/C=C1\SC(=S)NC1=O → OX1R antag-1: 80*; CHT allo act: i; OX1R antag-2: 47

Next records follow.
SMILES	OX1R antag-1	CHT allo act	OX1R antag-2
CC(C)C(NS(=O)(=O)c1ccccc1)C(=O)N1CCCC1 (centres undefined)	-4	i	-9
CC1CN(C(=O)COC(=O)c2cccc(S(=O)(=O)N3CCc4ccccc43)c2)CC(C)O1 (centres undefined)	8	x	-32
O=C(/C=C/c1ccc(Cl)cc1)NCc1ccco1	27	i	-4
CCOc1ccc(C(=O)O/N=C(\N)c2ccc([N+](=O)[O-])cc2)cc1OCC	50	i	-9
COCc1ccc(C(=O)N(C)CC2CCCN(CCc3ccc(Cl)cc3)C2)o1 (centres undefined)	22	i	-18
O=C(OCCc1cc2ccccc2c(=O)o1)c1cccs1	7	x	-9
COc1cccc(/C=N/NC(=O)C(=O)N2CCCC2)c1O	7	i	-7
COc1ccc(OC)c(C(=O)NC(CC(N)=O)c2ccc(NCC3CC3)c([N+](=O)[O-])c2)c1 (centres undefined)	10	i	-22
CSC1=NCCN1C(=O)c1c(F)cccc1F	7	i	-1
CC(=O)N1N=C(c2ccccc2)CC1c1ccccc1 (centres undefined)	12	i	-3
O=C(O)CCN1C(=O)C2C3c4ccccc4C(c4ccccc43)[C@@H]2C1=O (some centres undefined)	6	i	-8
COc1cc(OC)cc(-c2c(-c3ccc(F)cc3)c3cc(-c4ccc5c(c4)OCCO5)ccc3n2C)c1	7	x	-8
Cc1cc(NS(=O)(=O)c2ccc(NC(=O)c3cccc(OC(F)F)c3)cc2)nc(C)n1	17	i	-20
COC(=O)c1nc2n(n1)C(c1ccccc1OC)C1=C(CCCC1=O)N2 (centres undefined)	11	i	-10
Cc1ccccc1NC(=O)CN(C)S(=O)(=O)c1ccc2c(c1)n(C)c(=O)c(=O)n2C	10	i	-3
CN(CC(=O)Oc1ccc(-c2nnco2)cc1)S(=O)(=O)c1ccc(F)cc1	22	i	-11
Cc1ccc2c(c1)C1CN(C)CCC1N2C(=O)c1ccccc1NS(=O)(=O)c1cccc(C(F)(F)F)c1 (centres undefined)	7	i	-16
O=C(Cc1ccccc1F)NC1CCCc2ccccc21 (centres undefined)	5	i	-5
Cc1ccc(-c2ccc(=O)n(CC(=O)NCc3ccco3)n2)cc1	2	i	-11
COc1cc(NC(=O)N[C@@H](Cc2ccccc2)C(=O)O)cc(OC)c1	10	i	3
CC(=O)NN1C(=O)/C(=C2/Sc3ccccc3N2C)SC1=S	21	i	-18
Cc1cc(=O)n2nc(N3CCCC(C(=O)N4CCc5ccccc54)C3)sc2n1 (centres undefined)	14	i	-50
CC(C)NS(=O)(=O)c1ccc(NC(=O)C(C)Oc2ccc(C(=O)c3ccccc3)cc2)cc1 (centres undefined)	5	i	93*
O=C1CC(N2CCN(c3ccc(F)cc3)CC2)C(=O)N1c1ccccc1 (centres undefined)	8	i	0
Cc1cc(C)n2nc(C(=O)NCC(=O)Nc3ccc(F)c(F)c3)nc2n1	8	i	-14
Cc1nc2ccccn2c1CN(C)C(=O)C1CCC(=O)N(CCc2cccc(F)c2)C1 (centres undefined)	11	i	-13
O=C1NC2(CCCCC2)C(=O)N1Cc1cc(=O)n2ccsc2n1	25	i	2
COc1ccc(COc2cc(-c3cccc(OC)c3)nc3ccc(NC(=O)c4ccc(C)cc4)cc23)cc1	17	i	6
COc1ccc(NC(=O)CCOc2ccc(C)cc2)c(OC)c1	5	i	-26
CC1CCCCN1C(=O)COC(=O)CNC(=O)c1ccc(Cl)cc1Cl (centres undefined)	17	i	-11
Cc1cc2nnc(SCC(=O)NCc3ccco3)n2c2ccccc12	8	i	-19
Nc1nnc(N2CCCCCC2)s1	9	i	0
Cc1cc(C)c(NC(=O)c2cc(=O)c3ccccc3o2)c(C)c1	21	i	-42
C/C(CC(=O)Nc1ccc2c(c1)OCCO2)=N\NC(=O)COc1ccccc1	12	i	-18
COc1cccc(NC(=O)NCCCSC2CCCCC2)c1	15	i	0
COc1ccccc1C(c1nnnn1Cc1ccco1)N1CCN(c2cccc(C)c2C)CC1 (centres undefined)	18	i	-14
COc1ccccc1NS(=O)(=O)c1cccc(NC(=O)Cc2cccs2)c1	13	i	-5
CCOCCCn1cnc2c([nH]c3cc(OC)ccc32)c1=O	8	i	-8
Cc1cccc(NC(=O)c2cc3n(n2)C(C(F)(F)F)CC(c2ccc4c(c2)OCO4)N3)c1 (centres undefined)	8	i	2
CCCCc1ccc(NC(=S)NCc2cccnc2)cc1	7	i	-2
CCC(=O)c1ccc(N2CCCC2)c(F)c1	21	i	-31
O=C(CNCc1cccs1)Nc1ccc(N2CCCCCC2)cc1	3	i	-39
COc1ccccc1N=C1NC(=O)/C(=C/c2ccc(N(C)C)cc2)S1	24	i	21
COCc1nnc(NC(=O)c2cccc(NC(=O)C(C)C)c2)s1	16	i	-28
CC1=C(C(=O)OCC2CCCO2)C(c2ccc(C)cc2)C2=C(CC(C)(C)CC2=O)N1 (centres undefined)	12	i	-20
CN(c1ccccc1)S(=O)(=O)c1ccc(Cl)c(C(=O)Nc2nn[nH]n2)c1	14	i	-2
O=C(O)C1C2C=CC(C2)C1C(=O)NCc1ccccc1F (centres undefined)	11	i	-17
COc1ccc(S(=O)(=O)N(CC(=O)Nc2ccc3c(c2)OCO3)c2ccccc2OC)cc1	14	i	-2
CC(=O)Nc1ccc(NC(=O)CSc2nnc(-c3cccs3)n2N)cc1	17	i	-3
Cc1onc(-c2c(Cl)cccc2Cl)c1C(=O)NCc1ccccn1	6	i	-12
CCCCOC(=O)Nc1ccc2c(C)cc(=O)oc2c1	13	i	-15
O=C(CN1C(=O)NC2(CCCc3ccccc32)C1=O)NC1CCCCC1 (centres undefined)	5	i	-17
CCS(=O)(=O)N1CCCC(C(=O)NCCCOC)C1 (centres undefined)	0	i	-6
CCC(=O)c1ccc(OCC(=O)Nc2ccccc2C(=O)NC2CC2)cc1	1	x	-11
Nc1c(/C=C2/C=CC(=O)C(O)=C2)c(=O)nc2sc(CC(=O)N3CCCCC3)nn12	9	i	-13
CCOc1cc(-c2c(C#N)c(=O)[nH]c3c2c(C)nn3-c2ccc(F)cc2)ccc1O	24	i	8
COc1ccc(CCNC(=O)C(=O)c2cn(CC(=O)N3CCOCC3)c3ccccc23)cc1	31	i	-32
C=CCNc1nc(C(=O)OCC(=O)c2cccc(Br)c2)cs1	7	x	-15
CCOC(=O)C1(CC2CCCCO2)CCN(Cc2cn[nH]c2-c2cccc(F)c2)CC1 (centres undefined)	4	i	-20
Cc1cc(N2C(=O)C(O)=C(C(=O)c3cc4ccccc4o3)C2c2cccs2)no1 (centres undefined)	3	i	-1

More records follow.
SMILES	OX1R antag-1	CHT allo act	OX1R antag-2
O=c1[nH]c(-c2ccc(Cl)cc2)nc(=S)[nH]1	7	i	-5
O=C(Nc1cc(S(=O)(=O)N2CCOCC2)ccc1N1CCCC1)c1cccnc1Cl	9	i	-25
O=C1CC(NNC(=O)c2ccccc2)C(=O)N1 (centres undefined)	11	i	-12
CC(C)C(NC(=O)c1ccc(C(C)(C)C)cc1)C(=O)OCC(=O)NC(=O)Cc1ccccc1 (centres undefined)	21	i	-14
COc1ccc(-c2ccc3c(c2)O/C(=C\c2ccsc2)C3=O)cn1	17	x	6
Cc1nn(Cc2ccccc2)c2sc(C(=O)NCc3cccnc3)cc12	3	i	-25
O=C(N1CCN(S(=O)(=O)c2ccc(Cl)cc2)CC1)n1ccnc1	5	x	-2
O=C(CCNC(=O)c1ccc([N+](=O)[O-])cc1)Nc1ccccc1N1CCCCC1	19	i	-28
FC(F)(F)c1cccc(Cn2nnnc2-c2cc(Cl)cc(Cl)c2)c1	7	i	-24
O=C(Nc1cc(S(=O)(=O)N2CCOCC2)ccc1Cl)C1CCC1	18	i	-3
CN1CCN(S(=O)(=O)c2ccc(Oc3ccc(F)cc3Br)nc2)CC1	15	i	0
CCOC(=O)CSc1nnc(NCC(=O)OC(C)C)c(=O)[nH]1	39	i	-3
O=C(COc1ccc(-c2nnco2)cc1)Nc1cc([N+](=O)[O-])ccc1F	12	x	-6
Cc1ccc(Nc2nnc(-c3ccc(N4CCOCC4)c([N+](=O)[O-])c3)c3ccccc23)cc1	12	i	-28
Cn1nccc1C(=O)N/N=C/c1ccccc1[N+](=O)[O-]	29	i	-14
Cc1nc2sc(C(N)=O)c(N)c2c(C)c1CC(=O)c1ccccc1	24	i	-11
COC(=O)c1ccc(NC(CC(C)C)C(=O)OC)c([N+](=O)[O-])c1 (centres undefined)	2	i	-12
CCCOP(=O)(c1ccc(N(C)C)cc1)C(O)c1ccncc1 (centres undefined)	7	i	-6
CC(C)=CCc1c(O)ccc2c1OC(c1ccc(O)c(O)c1)CC2=O (centres undefined)	9	i	15
CC(=O)NCCc1ccc(C(=O)Cn2cnc3ccccc3c2=O)cc1	10	i	-11

Part of the list above in a different format.
> CN1CCN(S(=O)(=O)c2ccc(Oc3ccc(F)cc3Br)nc2)CC1
  OX1R antag-1: 15
  CHT allo act: i
  OX1R antag-2: 0

> CCOC(=O)CSc1nnc(NCC(=O)OC(C)C)c(=O)[nH]1
  OX1R antag-1: 39
  CHT allo act: i
  OX1R antag-2: -3

More structures:
SMILES	OX1R antag-1	CHT allo act	OX1R antag-2
Cc1nc2ccc(NC(=O)CSc3ccccc3)cc2s1	13	x	-14
COc1ccc(C/C(O)=C(\C#N)c2nc3ccccc3[nH]2)cc1OC	9	i	-12
Cc1ccc(C(C(=O)NC2CCCC2)N(C(=O)CNC(=O)c2cccs2)c2cccnc2)o1 (centres undefined)	22	i	-37
COC(=O)c1cccc2nc3c(C(C)O)cccc3nc12 (centres undefined)	50*	i	-19
CCN1C(=O)/C(=C/c2ccc(N3CCCC3)cc2)NC1=S	27	i	74*
CCOC(=O)c1c(C)sc2c1N(C(=O)CN(CC)CC)c1ccccc1S2	6	i	-30
O=C(O)CSc1nc2sc3c(c2c(=O)n1-c1ccccc1)CCC3	13	i	17
CCOC(=O)CCC(NC(=O)CCC(=O)NC(CCC(=O)OCC)C(=O)OCC)C(=O)OCC (centres undefined)	4	i	5
Cn1c(CN2CCOCC2)nc2cc(NC(=O)c3ccccc3Cl)ccc21	4	i	-16
CCN(CC(=O)Nc1ccc(NC(C)=O)cc1)C(=O)c1ccccc1SCC(=O)N1CCCC1	5	x	-12
O=C(/C(=C/c1ccccc1)n1cncn1)c1ccc(Cl)cc1Cl	1	i	-35
CCN(CC(=O)Nc1ccc2c(c1)OCCO2)CC(=O)Nc1ccc(C)c([N+](=O)[O-])c1	26	x	-24
Nc1nonc1-n1nnc(C(=O)N/N=C/c2ccc(Cl)cc2)c1-c1ccc2c(c1)OCO2	1	i	-2
C=CCNC(=O)c1ccc(C2SCC(=O)N2Cc2ccco2)cc1 (centres undefined)	20	i	-10

Shown with two lines to a compound: four of the compounds above
Every second line gives: OX1R antag-1, CHT allo act, OX1R antag-2
> Cn1c(CN2CCOCC2)nc2cc(NC(=O)c3ccccc3Cl)ccc21
→ 4, i, -16
> CCN(CC(=O)Nc1ccc(NC(C)=O)cc1)C(=O)c1ccccc1SCC(=O)N1CCCC1
→ 5, x, -12
> O=C(/C(=C/c1ccccc1)n1cncn1)c1ccc(Cl)cc1Cl
→ 1, i, -35
> CCN(CC(=O)Nc1ccc2c(c1)OCCO2)CC(=O)Nc1ccc(C)c([N+](=O)[O-])c1
→ 26, x, -24

High-throughput results deposited in PubChem BioAssay by several laboratories.
